XIAP antagonists = small molecules displacing peptide from XIAP – biochemical, IAP family, fluorescence polarization (AID 1018); XIAP BIR domain, fluorescence polarization peptide displacement; higher % means a stronger effect; 0.007% of 200,000 active; displacement, % at 20 µM; hits with a dose series show IC50 in µM; in the data active = displacement above about 50%; note: a part of the inactive calls stands beside numbers as strong as those of hits
West Nile virus CPE = West Nile virus antiviral activity, cell-based, CPE readout (AID 1621). West Nile virus-infected cells, CPE inhibition; higher % means a stronger effect. CPE inhibition, % at 10 µM, or IC50 in µM where a hit was titrated. 0.02% of 290,000 active; in the data active = a potency from the dose series; inconclusive = CPE inhibition mostly from about 3.7% at the one dose, without a potency; inactive = the rest, 99 in 100 with CPE inhibition below about 2.2%; note: strong numbers were not always called active
CSM14.1 death rescue = protection against thapsigargin-triggered cell killing – 384-well, CSM14.1, ATP luminescence, primary screen (AID 1222); CSM14.1 thapsigargin-induced death rescue, ATP luminescence; higher % means a stronger effect; 190,000 tested, under 10 active; cellular ATP content (survival), % at 20 µM, or EC50 in µM where a hit was titrated;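 active = EC50 below 50 µM in the dose-response confirmation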;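 note: death triggered by thapsigargin at about 15 µM added after 2 h compound pretreatment; cell ATP read after overnight thapsigargin exposure of roughly 18 to 22 hours; normalized against plate controls of thapsigargin alone and 5% DMSO vehicle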
Yfh1-off respiration = mitochondrial function rescue without frataxin homolog – Friedreich's ataxia, plus single-dose screen, dose response (AID 1465); fold induction at 50 µM, or EC50 in µM where a hit was titrated; 0.074% of 220,000 active; S. cerevisiae Yfh1-off respiration, WST-1 reduction, 72 h; higher fold induction means a stronger effect;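 active = fold induction of absorbance versus untreated yeast above a set limit, then at least 30% activation at any dose in follow-up; inconclusive = repeats straddling the limit, or above it without dose testing; inactive = fold induction below the set limit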;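 note: activators that raise dye reduction in frataxin-depleted yeast; strong numbers were not always called active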
NS5 inhibitors = Dengue-2 NS5 methyltransferase inhibitors, primary screen, biochemical, confirmation dose response (AID 588689). 0.3% of 340,000 active. inhibition, % at 25 µM, or IC50 in µM where a hit was titrated. Dengue-2 NS5 methyltransferase capping enzyme assay, biochemical; higher % means a stronger effect; in the data active = a potency from the dose series; inconclusive = inhibition above about 29% without an active follow-up result
WT yeast gro inh = growth inhibition of WT yeast, mitochondrial fusion screen | mitochondrial fusion phenotypic screen, WT strain | inhibition, % at 10 µM | 2.1% of 190,000 active | AID 1362; in the data active = inhibition above about 58%; tested in S. cerevisiae
SV40 large T antigen = SV40 large T antigen inhibitors, biochemical (AID 1903); SV40 large T antigen ATPase/helicase inhibition assay; higher % means a stronger effect; inhibition, % at 20 µM; hits with a dose series show IC50 in µM; 0.39% of 310,000 active; in the data active = a potency from the dose series; inconclusive = inhibition mostly from about 32% at the one dose, without a potency; inactive = the rest, 99 in 100 with inhibition below about 32%; note: strong numbers were not always called active
UTI89 phage lysis = protection from phage-mediated lysis, alamar blue read-out – E. coli UTI89, K1F phage, bacterial capsule biogenesis inhibitors (AID 488966). E. coli UTI89 K1F phage lysis, alamar blue, 2 h; higher % means a stronger effect. inhibition, % at 100 µM; hits with a dose series show IC50 in µM. 0.02% of 340,000 active;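 active = phage lysis inhibition, versus mean bacterial control, above a set limit; inconclusive = no clear call, values can overlap the other calls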;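 note: capsule biogenesis inhibitors block K1F phage lysis so surviving cells raise fluorescence; higher fluorescence means more inhibition of phage lysis; actives were called in the ten point dose series up to 300 µM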
RSV antiviral HEp-2 = RSV antiviral activity via CPE protection, HEp-2 cells, primary 10 µM value included (AID 2391); one-dose CPE inhibition, % at 10 µM; IC50 in µM for titrated hits; HEp-2 cells, RSV-induced CPE inhibition; higher % means a stronger effect; 0.13% of 310,000 active; in the data active = a potency from the dose series; inconclusive = CPE inhibition mostly from about 23% at the one dose, without a potency; inactive = the rest, 99 in 100 with CPE inhibition below about 21%; note: strong numbers were not always called active
WT yeast gro inh mutant strain = also measured in WT yeast gro inh; calls as there; inhibition, %; mitochondrial fusion phenotypic screen, mutant strain inhibition
Starred values were filed as active, the others as inactive; i = inactive; ? = inconclusive; . = not tested or not shown; [ ] = remark or other dose. Not a hit list; overall some 2.2% were active at least once.

Every second line gives: XIAP antagonists | West Nile virus CPE | CSM14.1 death rescue | Yfh1-off respiration | NS5 inhibitors | WT yeast gro inh | WT yeast gro inh mutant strain | SV40 large T antigen | UTI89 phage lysis | RSV antiviral HEp-2
O=C(N/N=C/c1ccsc1)c1cc(-c2ccncc2)nc2ccccc12
 : -3.3% | -0.2% | -3.2% | i | -1.4% | 0.3 | -22.5 | 9.1% | -0.8% | 0.3%
COc1ccc(-c2nnc(SCC(=O)Nc3cc(C)on3)n2C)cc1OC
 : 0.1% | 0.6% | -1.9% | i | -8.0% | 4.3 | 10.2 | 14.9% | 5.1% | -1.3%
O=[N+]([O-])c1ccccc1Nc1cccnc1
 : . | . | . | . | -2.4% | . | . | -3.2% | -0.3% | -1.1%
O=c1c(Br)c(NCc2ccccc2)cnn1-c1ccc(F)cc1
 : -3.7% | -1.2% | -1.7% | i | -5.5% | 7.8 | 11.2 | 4.5% | 0.3% | 1.9%
O=C(Cc1ccc2cccnc2c1)c1ccc(O)cc1O
 : -1.8% | 0.9% | 0.1% | i | -4.1% | -6.6 | -20.1 | -3.7% | 1.2% | 3.4%
Cc1ccc(S(=O)(=O)N2C(=O)CCC2C(=O)Nc2ccc3c(c2)OCCO3)cc1 (stereo not drawn)
 : -2.8% | 0.0% | -2.5% | i | -4.8% | -15.6 | -12.3 | 5.8% | -0.4% | 0.6%
CCOC(=O)COc1nc2c(c(-c3ccco3)c1C#N)CCc1ccccc1-2
 : . | 0.1% | . | i | . | . | . | 7.4% | . | 6.0%
O=C(NCCN1CCN(C(=O)c2cccs2)CC1)C(=O)Nc1ccc(Br)cc1
 : -1.3% | -0.9% | 0.5% | i | 10.7% | . | . | 13.0% | 3.0% | 9.0%
COc1ccc(-n2c(C)cc(C(=O)CN3CCCCC3)c2C)cc1
 : -9.7% | -1.0% | -1.1% | i | -7.8% | -9.6 | 4.5 | 5.9% | -0.7% | -0.8%
COC(=O)CSc1nc2c(c(=O)n(C)c(=O)n2C)n1CCC(C)C
 : -5.4% | 0.0% | -1.8% | i | -2.8% | -17.2 | -7.7 | -5.2% | 4.4% | -0.3%
O=C(COC(=O)c1cccc(Cl)c1)Nc1ccc2[nH]c(=O)[nH]c2c1
 : . | . | . | . | -1.5% | . | . | ? | 0.6%[50 µM] | -1.6%
COC(=O)c1noc(-c2ccc(C)cc2)n1
 : -2.4% | 0.0% | -1.2% | i | -3.3% | 10.7 | 22.7 | 19.0% | 5.1% | 0.0%
COc1ccc(-c2[nH]ncc2-c2nc(C)cs2)c(O)c1
 : -4.2% | -0.9% | -0.4% | i | 0.0% | 9.2 | 9.0 | 5.5% | -1.0% | 4.4%
COc1ccc(OC)c(NC(=O)c2c(NC(=O)c3ccco3)sc3c2CCC3)c1
 : -10.4% | 0.9% | -2.4% | i | . | -8.3 | -10.2 | 17.6% | . | .
COc1ccc(CSc2nc3ccccc3[nH]2)cc1
 : -20.8% | -0.4% | -3.8% | i | -4.0% | 12.9 | 18.8 | -0.9% | -1.3% | 3.0%
Cc1ccc2c(c1)N/C(=C(\C=C(/Cl)[N+](=O)[O-])[N+](=O)[O-])N2
 : -10.6% | -0.8% | -0.2% | i | . | 1.2 | -32.5 | 4.4% | . | 5.1%
CCN(CC)CCCn1c2c(c(SCC(=O)Nc3ccc4c(c3)OCCO4)nc1=O)CCC2
 : . | . | . | . | -6.5% | . | . | 8.2% | 1.8%[50 µM] | 2.1%
[O-]/C(=C(\C(=S)Nc1cccc2ccccc12)[n+]1ccccc1)c1ccc(Cl)s1
 : -12.8% | -0.5% | -3.9% | i | -2.2% | 3.7 | 0.3 | 23.9% | -0.1% | 2.8%
COc1cccc(C2C(C(=O)OCc3ccccc3)=C(C)Nc3ncnn32)c1OC (stereo not drawn)
 : -3.8% | 0.0% | 0.2% | i | -0.7% | 5.3 | 0.5 | -1.0% | -0.4% | 3.6%
CC1C(=O)N2CCCc3cc(NS(=O)(=O)c4ccc(F)cc4)cc1c32 (stereo not drawn)
 : . | . | . | . | 2.2% | . | . | 10.0% | 1.3%[50 µM] | -0.3%
O=C(CN1C(=O)c2ccccc2C1=O)c1ccccc1
 : -8.0% | -0.2% | 0.3% | i | -10.2% | -7.0 | 18.5 | 12.5% | 0.1% | 1.8%
C#CCn1c(=NC(=O)c2ccc(S(=O)(=O)N3CCc4ccccc4C3)cc2)sc2cc(S(N)(=O)=O)ccc21
 : -1.8% | 1.4% | -1.8% | i | -7.2% | -4.4 | -43.3 | 15.7% | 0.1% | ?
COc1ccc(C(=O)NC2CCCc3c2cnn3-c2cc(F)cc(F)c2)c(OC)n1 (stereo not drawn)
 : . | 0.0% | . | . | -2.3% | . | . | 2.4% | -0.1% | 7.5%
O=C(OCC(=O)N1CCCC1=O)c1ccc(Cl)cc1[N+](=O)[O-]
 : . | . | . | . | -12.3% | . | . | 11.8% | 0.2%[50 µM] | 50.5%
O=C(Nc1ccccn1)c1ccc(COc2ccccc2Cl)o1
 : -2.2% | -0.9% | -4.2% | i | -4.0% | 34.6 | 15.7 | -3.6% | 0.3% | 2.3%
Cc1nn(C(=O)c2ccc([N+](=O)[O-])cc2)c(C)c1Br
 : . | 0.4% | . | i | -8.6% | . | . | 3.9% | -0.7% | 2.7%
COC(=O)N/N=C/c1cn(CC(C)COc2ccccc2)c2ccccc12 (stereo not drawn)
 : -8.7% | 0.2% | -0.9% | i | 1.3% | 37.3 | 24.6 | 2.9% | 0.3% | 5.2%
CCc1ccc(NC(=O)CSc2nc3nc(C)cc(C)n3n2)cc1
 : . | -0.3% | . | . | -2.7% | . | . | 3.0% | 1.9% | 3.7%
COc1ccccc1N1CCN(C2CCCN(C(=O)c3ccsc3)C2)CC1 (stereo not drawn)
 : . | -0.6% | . | . | -3.9% | . | . | 0.7% | 0.8%[50 µM] | 0.0%
COc1ccccc1C1OC(c2cccc([N+](=O)[O-])c2)=NN1C(C)=O (stereo not drawn)
 : -4.5% | 0.2% | 2.1% | i | . | -8.5 | -8.0 | 1.4% | -0.1% | 2.7%
O=C(c1cccc(S(=O)(=O)N2CCCCC2)c1)N1CCCCC1
 : -4.4% | -0.1% | -3.1% | i | -12.3% | 42.2 | 1.8 | 1.8% | 0.1% | 0.3%
CC(CCc1ccccc1)NC(=O)COc1ccc(S(=O)(=O)N2CCOCC2)cc1[N+](=O)[O-] (stereo not drawn)
 : -3.7% | -2.0% | -1.5% | i | 3.2% | -6.7 | -7.7 | 2.6% | 2.1%[50 µM] | 5.4%
CCn1c(=O)c2cc(C(=O)NCCN3CCOCC3)sc2c2ccccc21
 : 1.4% | . | -1.0% | . | -2.1% | 14.3 | 1.9 | 8.6% | 0.5% | -0.3%
CCOc1ccccc1NC(=S)/C(=C(\[O-])c1ccc2c(c1)OCCO2)[n+]1ccc(CC)cc1
 : -8.4% | 1.0% | 3.1% | i | -13.7% | 19.5 | -0.6 | 1.7% | 1.3% | 2.8%
S=C(c1ccc(-c2ccc(Cl)cc2Cl)o1)N1CCCCC1
 : -1.8% | 0.2% | -2.1% | i | -5.6% | 0.2 | -4.8 | -2.1% | 1.9% | ?
Cc1c(C)c2ccc(OCC(=O)N3CCN(c4cccc(Cl)c4)CC3)cc2oc1=O
 : . | 1.4% | . | . | -6.2% | . | . | 7.6% | 0.0% | 0.8%
C/C(CC(=O)NC(C)(C)C)=N\NC(=O)c1ccco1
 : -5.4% | 0.7% | -0.4% | i | -2.9% | 11.0 | 3.2 | 14.4% | 6.0% | 0.8%
Cc1cc(C)nc(NC(=O)Cc2ccc([N+](=O)[O-])cc2)c1
 : -0.8% | -1.0% | 0.4% | i | -8.8% | 24.3 | 8.1 | 3.3% | 7.9% | 2.0%
CCN(CCCNC(=O)C1CCCN(S(=O)(=O)CC)C1)c1cccc(C)c1 (stereo not drawn)
 : -4.5% | -0.6% | -2.7% | i | -9.0% | 10.7 | 4.9 | 17.5% | -0.2% | -1.0%
COCC(C)n1c(C)cc(C(=O)CSc2ncccn2)c1C (stereo not drawn)
 : -1.8% | -0.5% | 0.2% | i | -8.0% | 1.1 | -9.5 | 4.6% | 0.1% | 2.3%
Cn1c(SCC(=O)NC2CCCCC2)nnc1-c1ccccc1F
 : . | -1.2% | . | . | -6.3% | . | . | 6.9% | 1.5% | 1.3%
N#Cc1ccc(-n2c(-c3ccccc3)nnc2-c2ccccc2)cc1C#N
 : -4.6% | 0.2% | 0.8% | i | -0.7% | 17.8 | -16.8 | -3.5% | 2.8%[50 µM] | 6.0%
C=COCCNC(=O)Nc1ccc(Cl)cc1Cl
 : -0.9% | 0.0% | -1.1% | i | 1.6% | 10.3 | 15.0 | 1.5% | 0.7% | 1.8%
Cc1cnc(NC(=O)CC2CCCC2)s1
 : -5.6% | -0.3% | -1.6% | i | 0.0% | 3.1 | 5.7 | 6.3% | -0.2% | -2.7%
COc1ccc(Cc2nc3ccc(C(=O)N(C)Cc4nccs4)cc3o2)cc1OC
 : . | -1.3% | . | . | -8.0% | . | . | -25.3% | 0.4% | 1.3%
COc1ccc(C2C(C#N)=C(N)OC3=C2C(=O)CC(C)(C)C3)cc1OC (stereo not drawn)
 : -2.9% | 0.1% | 0.5% | i | -0.7% | 3.6 | -9.4 | 6.2% | -0.8% | -1.2%
Cc1ccc(N2CCN(C(=O)c3ccccc3)CC2)c(C)c1
 : -1.7% | -1.0% | 1.7% | i | -5.6% | 20.4 | 21.4 | 9.4% | -1.0% | 5.7%
CCOC(=O)c1c(NC(=O)CN2CCOCC2)sc2c1CCCC2=O
 : -8.0% | -0.3% | -1.3% | i | -4.9% | -13.0 | -11.9 | 5.6% | -0.3% | 2.2%
CCN1C(=O)N(c2ccc(Cl)cc2)C(C)=CC1(C)C
 : -23.3% | -0.1% | -0.5% | i | -2.1% | -7.1 | -3.1 | 3.8% | 0.5% | -0.1%
Cc1ccc(S(=O)(=O)N2CCN(c3nccnc3C#N)CC2)cc1
 : . | -0.8% | . | i | -9.3% | . | . | 11.2% | -0.8% | 2.8%
Nc1nc(Br)c2c(F)cccc2c1-c1ccc(Cl)cc1
 : -1.7% | 2.7% | -0.5% | i | 5.7% | 10.8 | 20.4 | 7.9% | -0.1% | 3.0%
CCOc1ccc(/C(O)=C2/C(=O)C(=O)N(CC3CCCO3)C2c2ccc(C)o2)cc1 (stereo not drawn)
 : -23.1% | 0.2% | -1.6% | i | 8.6% | -20.9 | -10.9 | 3.9% | 0.3% | 3.5%
O=[N+]([O-])c1cc([N+](=O)[O-])c(Oc2cccc(Cl)c2Cl)cc1NN1CCCCC1
 : . | -0.1% | . | . | -3.3% | . | . | -4.0% | 1.8% | -1.9%
COc1ccc(/C=C(/NC(=O)c2ccccc2OC)C(=O)Nc2ccc(C(=O)O)cc2)cc1
 : . | 1.1% | . | . | 1.0% | . | . | -32.0% | 0.8%[50 µM] | 0.9%
CC(CO)N1CCS(=O)(=O)CC1 (stereo not drawn)
 : -3.9% | 1.1% | -4.4% | i | -1.6% | 15.0 | 16.2 | 2.5% | 0.7% | 0.6%

High-throughput results as filed in PubChem BioAssay.
